High-throughput results from PubChem.
PAX8 inh HTS: inhibitors of PAX8 transcriptional activity in RMG-I cells; RMG-I TPO-luciferase reporter, SteadyGlo, 24 h; inhibition, % at 12.6 µM; 360,000 tested, 1.2% active; AID 652154;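 active = mean replicate inhibition at least 60% with every replicate also reaching 60%; inconclusive = only one of the two criteria is met; inactive = mean below 60% and not all replicates reaching 60%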;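 note: luciferase light reporting Pax8 driven TPO promoter activity; plate controls were median of neutral control wells for no effect and mitoxantrone controls for full effect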
EWS-Fli inh: blocks EWS/Fli oncoprotein-driven transcription; A673 NR0B1-luciferase reporter, viability-normalised; inhibition, % at 12.6 µM; 350,000 tested, 0.67% active;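 active = mean inhibition of at least 50% after viability correction, with every replicate also passing that limit; inconclusive = mean reaches 50% but only one of two replicates passes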;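 note: firefly luciferase signal divided by Alamar Blue viability fluorescence both relative to DMSO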
INS-1E GSIS act: GLuc luminescence reporter in INS-1E cells, primary screen for activators of glucose-dependent secretion of insulin. INS-1E GLuc reporter insulin secretion, 2-3 h. activation, % at 16.6 µM. 370,000 tested, 0.61% active. AID 743287;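 active = lowest replicate activation of at least 40%, so every replicate reaches that level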;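 note: 0% = median of neutral control wells and 100% = median of IBMX positive control wells; some compounds called inactive have numbers as strong as hits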
DENV2 CPE rescue: DENV2-induced cell death inhibition. DENV2-infected cells, cytopathic effect rescue, plate reader. CPE inhibition, % at 9.99 µM. 350,000 tested, 1.7% active. AID 651640; in the data active = CPE inhibition above about 20%, passing the limit was not always enough; inconclusive = no clear call, values can overlap the other calls; tested in BHK-21 cells;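 note: 0% = median of neutral control wells and 100% = median of positive control wells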
Xi reactivation: X-chromosome reactivation activator; 360,000 tested, 0.055% active; XiGFP mouse fibroblasts, % GFP-positive cells imaging, 3 d; cells co-treated with 5-aza-dC sensitizer; scaled so ellipticine positive control = 100%; activation, % at 7.58 µM; AID 743238;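 active = mean normalized replicate activation at least 10% and every replicate at or above 10%; inconclusive = only one of the two criteria met; inactive = mean below 10% and not all replicates reach 10%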;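 note: 0% = median of on-plate neutral control wells and 100% = ellipticine 6 µM median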
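material = 68-5-11 XiGFP fibroblast line | medium = DMEM plus 5-aza-dC sensitizer | schedule = 3 days compound exposure | benchmarks = positive control ellipticine, 6 µM final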
ERp5 block: inhibitors of human ERp5. inhibition, % at 9.99 µM. 350,000 tested, 0.05% active. ERp5 insulin aggregation, absorbance 650 nm, 90 min;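 active = mean replicate inhibition above about 25%, with every replicate also reaching it, limit read from the data, passing the limit was not always enough; inconclusive = only one of those two criteria met; inactive = neither criterion met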
Target sequence (Q15084 whole entry, looked up): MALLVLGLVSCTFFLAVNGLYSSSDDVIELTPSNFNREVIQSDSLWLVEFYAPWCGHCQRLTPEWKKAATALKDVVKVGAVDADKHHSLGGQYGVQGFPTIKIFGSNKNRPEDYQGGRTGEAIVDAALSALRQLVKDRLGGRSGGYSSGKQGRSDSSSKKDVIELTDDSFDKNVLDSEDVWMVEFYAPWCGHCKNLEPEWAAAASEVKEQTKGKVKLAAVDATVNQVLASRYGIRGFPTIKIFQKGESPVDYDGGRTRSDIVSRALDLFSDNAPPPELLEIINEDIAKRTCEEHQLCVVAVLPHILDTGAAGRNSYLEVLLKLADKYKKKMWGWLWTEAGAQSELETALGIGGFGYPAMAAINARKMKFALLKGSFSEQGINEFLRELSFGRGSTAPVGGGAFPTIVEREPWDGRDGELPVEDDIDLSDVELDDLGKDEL
F508del corr: CFTR F508del correction in bronchial cells. CFBE cells, YFP halide quenching; stimulated with forskolin plus potentiator P3; % fluorescence drop versus neutral controls. activity (quench increase), % at 7.58 µM. 350,000 tested, 0.36% active. AID 720511;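 active = mean added fluorescence quench of at least 8% versus neutral control, with both replicates also reaching 8%; inconclusive = only one of the mean or replicate conditions met; inactive = mean below 8% and not both replicates reaching 8%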;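 note: cells transiently co-express mutant CFTR-F508del with the halide-sensitive YFP; corrector assay measuring rescue of mutant channel to the surface after 24 h compound exposure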
ARNT TACC3 PPI: disruptors of human ARNT/TACC3 interaction | inhibition, % at 9.99 µM | AlphaScreen His-ARNT PAS-B/GST-TACC3 binding, luminescence; TACC3 fragment carries E629A point mutation | 390,000 tested, 0.66% active | Q9Y6A5;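 active = mean inhibition of replicates at least 50% and at least half of replicates each reaching 50%; inconclusive = half or more replicates reach 50% but mean below 50%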;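 note: 0% = complete ARNT plus TACC3 wells and 100% = ARNT alone without TACC3; many hits fall short of the cut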
* hit, by the source's call; ? = inconclusive; nt = not tested or not shown; & = joins results of further samples.

SMILES	PAX8 inh HTS	EWS-Fli inh	INS-1E GSIS act	DENV2 CPE rescue	Xi reactivation	ERp5 block	F508del corr	ARNT TACC3 PPI
COCC(=O)N(C)C[C@@H]1Oc2cc(C#C[C@@H](C)O)ccc2S(=O)(=O)N([C@H](C)CO)C[C@H]1C	nt	1	7	6	-0.7	1	0.9	-6
COC(=O)c1ccccc1NC(=O)CSc1nncn1C	3	10	11	1	0.1	-2	-3.3	1
O=C(C[C@@H]1C[C@H]2c3cc(NC(=O)Cc4ccncc4)ccc3O[C@H]2[C@@H](CO)O1)NCc1ccccn1	-3	0	2	10	0.2	4	-1.8	7
O=C1NC(=O)C(c2cccs2)(c2cccs2)N1	6	6	3	2	0.0	-1	1.8	-1
COc1ccc(NC(=O)CCc2ccccc2)cc1S(=O)(=O)N1CCCCC1	10	1	nt	4	141*	-3	4.1	2
COc1cc(OC)cc(C(=O)NNC(=O)CN2C(=O)NC3(CCCC3)C2=O)c1	3	-2	11	1	0.4	1	-1.4	-4
COCC#Cc1ccc(CC[C@H]2O[C@H]3CC[C@@H](CO)O[C@H]3C[C@@H]2n2cc(C3(O)CCCC3)nn2)cc1	-55	-1	nt	-1	nt	2	-1.5	nt
CC(C)C[C@H]1CN([C@@H](Cc2ccccc2)CN2CCC[C@H]2CN2C(=O)C(=O)NC[C@@H]2Cc2ccccc2)C(=O)C(=O)N1CCc1ccccc1	3	5	-42	-4	0.0	-1	0.2	nt
N#Cc1ccc(C(=O)NN2C(=O)NC3(CCCCC3)C2=O)cc1	-19	-7	4	4	0.0	1	0.6	-4
C[C@H](CO)N1C[C@H](C)[C@@H](CN(C)C(=O)Cc2ccccn2)Oc2ncc(C#CC3CCCC3)cc2C1=O	0	-12	-12	-8	0.1	0	0.5	-2
CCOc1ccccc1OCC(=O)N/N=C(\C)Cc1ccc(OC)cc1	46	11	3	19	0.0	1	2.4	0
NC(=O)NN=C1C2CCCC1C(c1ccccc1)NC2c1ccccc1 (stereo not drawn)	-10	12	-5	6	-0.1	-1	-1.4	-1
COc1cc(C(=O)Nc2cc(S(=O)(=O)N3CCOCC3)ccc2N2CCOCC2)ccc1OC(F)F	-2	11	-4	-5	0.1	16	0.7	-3
O=C(c1cncc(Br)c1)N1CCN(S(=O)(=O)c2ccccc2)CC1	-6	-3	4	-5	0.1	0	-0.6	-2
CCOc1cc(-c2noc(CCC(=O)NCCc3ccccc3)n2)ccc1OC	-5	14	1	2	0.0	4	-2.0	-2
COc1ccccc1S(=O)(=O)N(C)C[C@@H]1OCc2ccccc2-c2c(n(C)c3ccccc23)C(=O)N([C@H](C)CO)C[C@@H]1C	21	-3	8	-7	-1.1	13	2.8	9
COC(=O)C[C@@H]1CC[C@H]2[C@@H](COc3ccc(NC(=O)NC(C)C)cc3C(=O)N2C)O1	-3	-1	-1	0	0.2	-5	-2.2	2
CN(C)C(=O)c1cccc(-c2ccc3c(c2)[C@@H]2[C@@H](CCN2C(=O)c2ccncc2)[C@H](CO)N3C)c1	-28	-7	6	3	0.0	1	-1.0	-2
COc1ccc(-c2c(-c3ccc4c(c3)OCO4)noc2C)cn1	2	-17	10	-8	0.0	7	-1.3	-2
CC1CCCN(S(=O)(=O)c2ccc3c(c2)n(C)c(=O)c(=O)n3C)C1 (stereo not drawn)	-12	4	37	-6	0.1	5	-1.5	-4
COC(=O)[C@@H]1C[C@@]2(O)[C@H](O)[C@H](O)[C@H](O)C[C@H]2N1Cc1ccc(C)s1	-2	9	7	-8	-0.1	2	2.4	-1
CCc1ccc(NS(=O)(=O)c2cc3c(cc2C)n(C)c(=O)c(=O)n3C)cc1	23	14	-39	-8	0.2	-7	-0.5	-11
Fc1cccc(CN2[C@@H]3CNC[C@H]2C3c2ccc(-c3ccncc3)cc2)c1 (stereo partly drawn)	-3	25&-5	-7&3	2&-5	0.0&0.0	9&2	-0.6&2.2	nt
COc1ccccc1OCC(=O)NCC1CCCN(Cc2cnn(C(C)C)c2)C1 (stereo not drawn)	-9	nt	16	12	0.0	0	1.5	0
Cc1ccc(SCC(=O)OCC(=O)N(C)CC(=O)Nc2ccc(F)cc2)cc1	-5	3	-6	-5	0.2	0	0.0	nt
N#C/C(=C\C1=C(N2CCOCC2)C(=C\c2ccc(Cl)cc2)/CC1)C(=O)Nc1ccccc1F	-8	-8	-16	1	0.0	2	nt	4
O=C(CC1(O)C(=O)c2ccccc2C1=O)c1ccccc1	-6	-8	1	1	0.0	4	-1.8	nt
COc1ccc(S(=O)(=O)N2CCOCC2)cc1C(=O)N(C)Cc1ccco1	0	3	7	-3	0.0	nt	-2.1	5
CC(C)C1CCN(C(=O)C2CCC(=O)N(CCc3ccc(Cl)cc3)C2)CC1 (stereo not drawn)	nt	3	-15	-1	0.0	0	4.7	-8
O=C(O)CCNS(=O)(=O)c1cccc(Br)c1	5	-15	nt	-1	-0.1	-5	-3.7	-3
CCC(C)[C@H](NC(=O)N1CCCC1)C(=O)O (stereo partly drawn)	nt	1	1	6	nt	1	-2.1	-5
O=C(C[C@@H]1C[C@H]2c3cc(NS(=O)(=O)c4ccc(F)cc4)ccc3O[C@H]2[C@@H](CO)O1)NCc1cc(F)ccc1F	nt	6	-10	-2	0.1	9	1.3	-5
Cc1noc(C)c1S(=O)(=O)Nc1cccc2c1O[C@H](CN(C)Cc1ccc(Oc3ccccc3)cc1)[C@H](C)CN([C@@H](C)CO)C2=O	8	5	-23	2	-0.1	9	0.7	nt
C[C@H]1CCCCO[C@H](CN(C)S(=O)(=O)c2cccs2)[C@@H](C)CN([C@@H](C)CO)C(=O)c2cc(NS(=O)(=O)c3ccc(Cl)cc3)ccc2O1	?	5	3	-12	0.0	-5	2.4	32
CCOc1ccc(/C=N/n2c(C)nnc2C)cc1OC	3	-9	10	-2	0.1	-6	0.2	nt
CCCC#Cc1ccc2c(c1)O[C@H](CN(C)C(C)=O)[C@H](C)CN([C@H](C)CO)S2(=O)=O	nt	9	-1	6	0.4	-1	1.2	2
CC(c1nccs1)N(C)C(=O)CCc1nnc(CCc2ccccc2)o1 (stereo not drawn)	-4	0	-1	1	nt	4	-0.5	-5
COc1ccc(/C=N/Nc2nncc3ccccc23)cc1	6	67*	4	-3	0.1	-5	1.1	nt
CC(C)(C)NCc1cc(Br)ccc1OCc1cccs1	-18	nt	7	nt	1.0	nt	nt	0
C[C@@H]1CN([C@@H](C)CO)C(=O)c2cc(NC(=O)c3ccccc3)ccc2O[C@@H](C)CCCCO[C@@H]1CN(C)C	-17	0	5	nt	0.0	nt	-0.3	nt
CCOC(=O)c1ccc(N2Cc3ccccc3C2=NC(=O)c2ccncc2)cc1	-12	-61	nt	-2	0.0	2	2.6	-12
O=C(NCCc1ccccc1)c1c(F)cccc1F	-110	-53	25	0	0.0	5	1.7	-3
Cc1cnc(NC(=O)CCc2ccccc2)s1	-31	18	8	4	0.2	1	8.9*	-1
CCCc1nc2ccccc2c(=O)n1-c1ccc(C(=O)OCC)cc1	8	3	12	11	-0.2	2	1.1	-1
N#C[C@@H]1[C@H](c2ccccc2C2=CCCC2)[C@H](CO)N1C(=O)Cc1ccncc1	-10	-15	6	14	0.0	-3	1.0	nt
COC(=O)c1ccsc1NC(=O)c1ccco1	6	-10	-13	?	0.1	-4	2.7	-8
CCN1C(=O)/C(=C/C=C2\C=CN(CC)c3ccccc32)SC1=S	-34	nt	-3	nt	0.0	nt	nt	19
O=C(COC(=O)c1ccc(Cl)cc1O)NC(=O)C1CCCCC1	-12	-5	18	-5	0.5	-3	-0.8	-5
CCN(CC)S(=O)(=O)c1ccc(NN=C2CCN(C(C)C)CC2)c([N+](=O)[O-])c1	21	-3	33	3	-0.1	-6	1.7	2
C[C@H]1CN([C@@H](C)CO)C(=O)c2cc(C#CC3(O)CCCC3)cnc2O[C@@H]1CN(C)C(=O)Cc1ccncc1	nt	2	5	9	1.0	2	-1.7	2
O=C(Cn1cc(SCc2ccc(F)cc2)c2ccccc21)N1CCOCC1	35	-52	nt	-10	-0.1	4	-2.6	nt
CC(C)C#Cc1ccc([C@@H]2[C@H]3CN(C(=O)NC4CCCC4)CC(=O)N3[C@H]2CO)cc1	6	-1	-11	5	0.0	3	-3.3	nt
CC(=O)Oc1ccc(C(=O)Nc2cc(C)ccc2NC(=O)COc2ccccc2)cc1	nt	-9	nt	-3	nt	-1	0.6	2
COc1cc(OC)c(OC)cc1CNC(=O)c1cc(S(=O)(=O)N(C)c2ccccc2OC)ccc1C	17	7	-16	0	-0.1	-4	0.3	7
O=C(c1ccc2c(c1)OCO2)C1CCCN(C(=O)Nc2ccc(F)cc2F)C1 (stereo not drawn)	-29	-24	29	2	0.0	-5	1.7	-39
Nc1ccc(C(=O)NCCCCCCNC(=O)c2ccc(N)cc2)cc1	12	-15	-4	4	0.0	7	-4.3	8
O=C1OC(c2ccc3c(c2)OCO3)=N/C1=C\c1ccc(C(=O)O)cc1	9	-1	5	0	0.3	2	0.4	17
O=C(Nc1ccc2c(c1)[C@@H]1C[C@@H](CC(=O)N3CCc4ccccc4C3)O[C@@H](CO)[C@@H]1O2)NC1CCCC1	18	6	-39	0	0.0	1	0.6	1
Cc1ccc(NCCCCO)cc1C	7	3	-21	8	0.2	2	-2.5	4
O=C(NC1CCCC1)C(c1ccccc1F)N(C(=O)Cc1cccs1)c1ccc2c(c1)OCCO2 (stereo not drawn)	14	13	-4	7	0.0	-3	0.3	nt

(next part)
SMILES	PAX8 inh HTS	EWS-Fli inh	INS-1E GSIS act	DENV2 CPE rescue	Xi reactivation	ERp5 block	F508del corr	ARNT TACC3 PPI
C[C@H]1CN([C@@H](C)CO)C(=O)c2cc(C#CCc3ccccc3)cnc2O[C@@H]1CN(C)C(=O)C1CCCCC1	-6	8	7	-4	0.3	-4	1.3	-10
O=C(Nc1ccccc1N1CCCC1)c1cc(Cl)ccc1Cl	4	-3	2	?	0.0	1	0.2	-4
Cc1ccc(C)c(C(=O)COC(=O)CN2C(=O)C3C4CCC(C4)C3C2=O)c1 (stereo not drawn)	-2	-2	5	-4	0.0	1	2.6	nt
Cc1ccc(N2Cc3ccccc3C2=O)cc1	-40	22	-6	0	0.0	2	-0.5	-5
Cc1cc(C)nc(/N=C(\N)Nc2ccc(C(C)C)cc2)n1	32	16	nt	-7	0.2	-7	0.4	0
Cn1cccc1Cc1nnc(SCC(=O)Nc2ccccc2)n1-c1ccc(F)cc1	-3	0	-11	3	0.4	-1	-0.6	nt
Cc1oc(-c2ccoc2)nc1CN(CC1CCC(=O)N1)C(C)C (stereo not drawn)	-2	3	nt	1	0.1	7	-1.1	-14
C[C@@H]1CN([C@H](C)CO)C(=O)c2cccc(NS(C)(=O)=O)c2O[C@@H]1CN(C)CC1CC1	-20	-2	6	-10	0.0	10	-1.0	nt
COc1ccc(Cn2c(C)nnc2-c2cnn(C)c2N)cc1	-5	-4	-1	11	0.0	5	2.4	-4
Nc1cc(-c2cccc(F)c2)nn1S(=O)(=O)c1cccc2nsnc12	0	5	nt	2	0.4	1	1.4	5
O=C(NCCc1ccc(Cl)cc1)C1CCN(c2cnccn2)CC1	-3	nt	22	nt	nt	1	nt	0
COc1ccc(S(=O)(=O)N2CCc3ccccc32)cc1OC	16	11	20	-2	0.0	-1	0.4	8
